Assay outcomes from PubChem.
TEAD-YAP inh = TEAD-YAP interaction inhibition, primary screen, TEAD-YAP interaction inhibitor project, luminescence, HEK-TIYL cells; TEAD-Gal4/YAP UAS-luciferase luminescence; inhibition, % at 9.12 µM; 640,000 tested, 1.4% active; AID 1259422, 2018; in the data active means inhibition above about 32%;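 further: 0% = median of test compound wells and 100% = reference inhibitor wells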
MITF primary = MITF inhibitors, primary screen, biochemical, AlphaScreen, human; inhibition, % at 2.6 µM; Microphthalmia-associated transcription factor (Homo sapiens), O75030; AlphaScreen MITF homodimerization, bead proximity signal; 650,000 tested, 0.91% active; AID 1259374, 2018; in the data active means inhibition above about 50%;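 further: 0% = vehicle wells with protein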
Target sequence (O75030 whole entry, looked up): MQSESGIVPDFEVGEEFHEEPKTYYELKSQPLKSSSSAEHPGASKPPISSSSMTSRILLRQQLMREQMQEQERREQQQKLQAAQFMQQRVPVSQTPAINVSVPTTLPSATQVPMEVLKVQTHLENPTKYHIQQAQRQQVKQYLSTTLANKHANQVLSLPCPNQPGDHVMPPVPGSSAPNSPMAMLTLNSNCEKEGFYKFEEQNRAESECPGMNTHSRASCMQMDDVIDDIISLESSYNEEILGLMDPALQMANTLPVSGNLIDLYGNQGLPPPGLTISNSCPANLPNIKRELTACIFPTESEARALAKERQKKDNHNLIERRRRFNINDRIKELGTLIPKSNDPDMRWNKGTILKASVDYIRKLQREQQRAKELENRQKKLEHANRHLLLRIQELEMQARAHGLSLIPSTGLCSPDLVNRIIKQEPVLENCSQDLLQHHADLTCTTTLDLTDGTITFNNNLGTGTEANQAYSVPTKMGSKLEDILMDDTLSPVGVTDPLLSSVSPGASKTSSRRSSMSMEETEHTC
GPR151 ag = activators of human GPR151, primary screen, cell-based, PathHunter beta-arrestin, luminescence. G-protein coupled receptor 151 (Homo sapiens), Q8TDV0. PathHunter beta-arrestin GPR151 cells. activation, % at 11.2 µM. 650,000 tested, 1% active; in the data active means activation above about 4.9%;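 further: 0% = median of compound wells and 100% = cells with positive control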
Target sequence (Q8TDV0 whole entry, looked up): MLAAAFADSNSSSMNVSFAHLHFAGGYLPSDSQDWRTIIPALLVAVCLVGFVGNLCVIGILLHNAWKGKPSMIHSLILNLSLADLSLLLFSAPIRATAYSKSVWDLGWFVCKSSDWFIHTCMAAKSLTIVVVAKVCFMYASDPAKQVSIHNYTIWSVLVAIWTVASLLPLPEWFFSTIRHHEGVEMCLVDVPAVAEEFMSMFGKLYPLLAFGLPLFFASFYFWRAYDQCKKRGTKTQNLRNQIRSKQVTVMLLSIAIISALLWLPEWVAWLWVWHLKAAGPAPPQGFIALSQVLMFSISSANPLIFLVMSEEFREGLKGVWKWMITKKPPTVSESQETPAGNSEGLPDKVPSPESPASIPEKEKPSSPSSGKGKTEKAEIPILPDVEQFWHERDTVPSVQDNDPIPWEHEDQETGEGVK
FBW7 act = FBW7 E3 ligase activators, primary screen, biochemical, AlphaScreen, human | AlphaScreen FBW7–phospho-cyclin E peptide binding, activator screen | normalized activity (activation), % at 26.1 µM | 650,000 tested, 0.13% active | AID 1259310, 2017; in the data active means normalized activity above about 1.9%;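 further: purified mutant Fbw7 with reduced substrate affinity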
Starred values were filed as active, the others as inactive.

Labels used below – A = TEAD-YAP inh; B = MITF primary; C = GPR151 ag; D = FBW7 act
Cc1ccc(Oc2ccc(N3C(=O)C4CC=CCC4C3=O)cc2Cl)cc1 (stereo unspecified)
  A: -9.2	B: -3.1	C: -1.0	D: 0.0
Cc1ccc(C2CC(c3cccs3)=NN2C(=O)CSc2nnc(CNC(=O)c3cccs3)n2C)cc1 (stereo unspecified)
  A: -0.2	B: -2.5	C: 0.2	D: -0.1
Cc1cc(CN2CCc3c(nc(N4CCCC4)[nH]c3=O)C2)c(C)n1-c1cccnc1
  A: -11.1	B: -10.3	C: -1.0	D: 0.1
O=c1ccc2ccc(OCc3ccc(Cl)cc3)cc2o1
  A: -47.3	B: 6.2	C: -1.2	D: 0.2
COc1ccc(/C=N\n2nnnc2N)cc1Br
  A: 6.3	B: 9.4	C: -0.5	D: 0.0
CN(CC(=O)Nc1cc(N(C)C)nc2ccccc12)Cc1ccccc1
  A: 3.3	B: 45.1	C: -1.4	D: -0.1
CN(C)CCCN(C(=O)c1ccc(Cl)s1)c1nc2c(F)cc(F)cc2s1
  A: 3.6	B: -8.3	C: -1.4	D: -0.2
Cc1ccc2ncc(C(=O)Nc3ccccc3)c(=O)n2c1
  A: -5.7	B: -9.2	C: 0.1	D: -0.1
COC(=O)Nc1ccn(Cc2ccc(Cl)cc2)n1
  A: 5.2	B: 23.0	C: -1.5	D: 0.2
CC1(C)Cc2c(c(N3CCCC3)[nH]c(=S)c2C#N)CO1
  A: 10.3	B: 5.6	C: -0.7	D: 0.1
O=C1CCCN1CCCNc1nc(Nc2cnccn2)nc2c1ncn2C1CCCCC1
  A: 34.9*	B: 5.8	C: -2.1	D: -0.1
CCN(CC)C(=O)C(Cc1ccccc1)N1C(=O)C2C3C=CC(C3)C2C1=O (stereo unspecified)
  A: 4.2	B: 1.8	C: -0.1	D: -0.2
Cc1cc(NCc2cccnc2)nc(-c2ccc(C(=O)N3CCN(C)CC3)cc2)n1
  A: -5.1	B: 3.9	C: -1.4	D: 0.2
CC1(Cc2ccc(S(C)(=O)=O)cc2)C(=O)Nc2ccccc21 (stereo unspecified)
  A: 9.4	B: -11.3	C: 1.5	D: -0.4
O=C(Nc1c2c(nc3c1CCC3)CCCC2)c1ccccn1
  A: 2.4	B: 7.9	C: 0.4	D: -0.1
Cc1ccc(CCNC(=O)c2nnn(-c3cccc(C(F)(F)F)c3)c2N)cc1
  A: 12.5	B: -8.8	C: -1.2	D: 0.0
N#CC1=C(S)NC(=O)CC1c1ccccc1 (stereo unspecified)
  A: 11.9	B: 8.6	C: 0.8	D: -0.3
CCN1C(=O)CC(C(=O)OC)C12CCN(Cc1cc(OC)ccc1OC)CC2 (stereo unspecified)
  A: -12.4	B: -1.5	C: -0.9	D: 0.0
CCCCn1c(CNC(=O)c2cccc(F)c2)nnc1SCC(=O)Nc1sc2c(c1C(=O)OCC)CCCCC2
  A: -2.5	B: -17.1	C: 0.7	D: 0.0
Cc1ccc(Cl)cc1N1CCN(C(=O)C2CC(=O)c3ccccc32)CC1 (stereo unspecified)
  A: -3.3	B: -0.7	C: 1.0	D: 0.5
COc1ccc(C(=O)N2CCCC(CNC(=O)c3ccccc3Cl)C2)o1 (stereo unspecified)
  A: -9.5	B: -10.9	C: -0.4	D: -0.1
O=C(CSCc1c(F)cccc1Cl)Nc1ccc(S(=O)(=O)N2CCCC2)cc1
  A: 2.8	B: 4.4	C: 1.8	D: -0.6
CCCn1cnc2sc(C(=O)NC(C)CC)c(C)c2c1=O (stereo unspecified)
  A: -12.2	B: -0.6	C: 1.3	D: -0.1
CN(c1ccccc1C(=O)Nc1ccc(F)cc1F)S(C)(=O)=O
  A: -0.4	B: 15.8	C: 0.5	D: 0.3
O=C(Cc1cn(-c2ccc(N3CCc4ccccc4C3)nn2)c2ccccc12)NCc1cccnc1
  A: -23.7	B: 16.1	C: -2.5	D: 0.2
CCOC(=O)c1c(NC(=O)COc2ccccc2C)sc(C(=O)N2CCCCC2)c1C
  A: 2.4	B: -0.1	C: 1.1	D: 0.0
Cc1ccc2c(c1)cc(CN(Cc1cccs1)S(=O)(=O)c1ccccc1)c1nnnn12
  A: -5.0	B: -4.1	C: 0.2	D: -0.2
CC(C)CCNS(=O)(=O)c1ccc2c(c1)CCN2C(=O)CCCC(=O)O
  A: -0.6	B: -15.5	C: 1.1	D: 0.0
O=C(CN1CCCC1)NCC1(c2ccccc2)CCCC1
  A: -1.4	B: -4.3	C: 0.5	D: 0.3
COc1ccc(CNC(=O)C2CC(c3ccc(F)cc3)=NO2)cc1 (stereo unspecified)
  A: -2.8	B: 13.8	C: -0.1	D: -0.1
CCOc1ccc(OCCOCCOc2ccccc2F)cc1
  A: 2.7	B: -6.2	C: -1.1	D: -0.1
O=S(=O)(NCCc1csc(-c2cccnc2)n1)c1ccccc1
  A: -10.0	B: 1.0	C: 0.2	D: 0.0
C=CCn1c(=O)c(C(=O)Nc2ccc(F)cc2)c(O)c2ccccc21
  A: 3.0	B: 10.1	C: -0.5	D: 0.1
CCCc1nnc(SCC(=O)N2CCCCC2)n1CC1CCCO1 (stereo unspecified)
  A: 1.1	B: 0.3	C: -0.7	D: 0.1
COc1cccc2sc(Nc3ccccc3)nc12
  A: -14.2	B: 10.4	C: -2.5	D: -0.2
O=C(NC1CCCCCC1)c1cc2c(ccc3ccccc32)o1
  A: -74.8	B: 15.2	C: 0.7	D: 0.2
COc1ccc(C(=O)NCCC(=O)N2CCCC2)cc1OC
  A: 3.8	B: -0.1	C: -0.2	D: 0.0
O=C(Nc1c2c(nn1-c1ccc(F)cc1)CSC2)c1ccc2c(c1)OCO2
  A: 4.6	B: 5.8	C: 1.0	D: 0.0
Cc1cc(NC(=O)C(C)N2CCN(C)CC2)no1 (stereo unspecified)
  A: 2.3	B: 4.6	C: -0.4	D: 0.0
COC(=O)C(C(=O)OC)=S(C)C
  A: 5.1	B: 2.5	C: 1.0	D: -0.1
Cc1sc(NC(=O)c2ccc(Br)s2)c(C(N)=O)c1C
  A: -70.5	B: -6.7	C: -1.4	D: 0.6
CCCn1c2c(c(O)c(C(=O)Nc3ccc(OC)cc3)c1=O)CCCC2
  A: -3.0	B: 10.4	C: -0.7	D: 0.5
CC(C)N1CCc2cc(CN3CCCC(C(N)=O)C3)ccc21 (stereo unspecified)
  A: 11.0	B: -0.2	C: 2.4	D: 0.4
O=C(NCCCO)/C(=C\c1ccc2c(c1)OCO2)NC(=O)c1ccc(Br)o1
  A: -4.8	B: -4.8	C: -0.6	D: 0.5
CC(C)C[C@H]1NC(=O)[C@H]2CN(C(=O)c3cccc(Cl)c3)CCN2C1=O
  A: -1.3	B: -7.7	C: 4.5	D: -0.1
COc1ccc(OC)c(NS(=O)(=O)c2ccc3c(c2)CCN3C(=O)C2CC2)c1
  A: 2.6	B: -7.6	C: 3.3	D: -0.3
C=CCn1c(SCC(=O)c2ccc(C)cc2C)nnc1-c1cccc(OC)c1
  A: 1.4	B: 6.0	C: -1.5	D: 0.2
CCNC(=O)N1CCN(CCS(=O)(=O)c2ccccc2)CC1C(=O)N1CCCC1 (stereo unspecified)
  A: -9.3	B: -12.5	C: 1.5	D: -0.1
O=C(NCc1ccc(-c2cccs2)s1)c1ccc(N2CCOCC2)nc1
  A: -3.1	B: 7.5	C: -1.0	D: 0.9
NC(=O)c1cn(-c2ccccc2)nc1-c1cccs1
  A: -6.1	B: -18.1	C: -1.1	D: 0.0
COc1cccc2c1OC1(C)C(C(=O)Nc3ccc(Cl)cc3)C2NC(=S)N1c1ccc(C)cc1 (stereo unspecified)
  A: -5.8	B: 25.1	C: -0.5	D: 0.1
COC(=O)[C@@H]1C[C@@H](NC(=O)Nc2ccccc2)CN1Cc1cccc2ccccc12
  A: 5.7	B: -2.7	C: -0.2	D: -0.1
COc1ccc(S(=O)(=O)NCc2ccccc2Cl)cc1Br
  A: 5.7	B: 0.7	C: 0.3	D: -0.2
Cc1cc(/C=C2/NC(=O)NC2=O)c(C)n1-c1ccc(OCc2ccc(Cl)cc2)cc1
  A: 19.3	B: 3.7	C: 0.4	D: 0.0
Cc1ccc2oc3c(c(=O)c2c1)C(c1cccs1)N(CCCN1CCOCC1)C3=O (stereo unspecified)
  A: -26.6	B: 1.5	C: -1.4	D: -0.1
CCn1c(CCc2ccccc2)n[nH]c1=S
  A: 3.9	B: 15.1	C: 0.2	D: -0.3
Cc1ccc(S(=O)(=O)N(C)CC(=O)OCc2nnc(-c3ccccc3)o2)cc1
  A: -6.7	B: 12.9	C: -1.3	D: 0.0
COC(=O)c1ccc(NC(=O)CC2C(=O)N(c3ccccc3)C(=S)N2Cc2ccc(Cl)cc2)cc1 (stereo unspecified)
  A: -1.7	B: -0.1	C: 1.1	D: -0.1
CN1C(=O)C(=Cc2ccc([N+](=O)[O-])o2)C(=O)N(C)C1=S
  A: 7.9	B: 36.9	C: 3.5	D: 0.0
O=C(CCN1C(=O)C2C3C=CC(C3)C2C1=O)Nc1ccc(Cl)c(C(F)(F)F)c1 (stereo unspecified)
  A: 6.9	B: 11.5	C: -1.3	D: 0.3

(list continues)
Labels used below – A = TEAD-YAP inh; B = MITF primary; C = GPR151 ag; D = FBW7 act
COC(=O)c1cc(CSc2nc3ccccc3[nH]2)oc1C
  A: -48.1	B: 8.8	C: -1.3	D: 0.2
COc1ccc(CC(=O)NCC2(c3ccccc3)CCCC2)cc1
  A: 4.0	B: 18.6	C: -1.6	D: 0.0
CC(=O)Nc1ccc(NC(=S)Nc2ccc(F)cc2)cc1
  A: 3.3	B: 10.3	C: -1.2	D: -0.1
CC(SCc1ccccc1)C(=O)N/N=C/c1cccs1 (stereo unspecified)
  A: 5.8	B: 7.5	C: -0.6	D: 0.2
COCCn1c(SCC(N)=O)nnc1-c1ccc(S(=O)(=O)N2CCCC2)cc1
  A: 3.7	B: 2.8	C: 1.0	D: 0.0
COc1cc(/C=C2\SC(=O)NC2=O)ccc1OCc1ccc(Cl)nc1
  A: -0.5	B: -8.9	C: 0.5	D: 0.0
COC(=O)c1ccc(OCc2cccc(Cl)n2)cc1
  A: -47.3	B: 6.0	C: -5.1	D: 0.1
CC(=O)c1cccc(NC(=O)C(=O)NCc2ccc(F)cc2)c1
  A: -12.4	B: 12.4	C: -0.7	D: 0.4
COc1ccc(CNC(=O)c2cc3c(s2)CS(=O)C3)cc1 (stereo unspecified)
  A: 1.5	B: -1.8	C: -0.1	D: -0.2
CCOc1ccc(NC(=O)CC(NCC(C)C)C(=O)O)cc1 (stereo unspecified)
  A: -6.1	B: 0.6	C: 1.2	D: 0.5
O=C1/C(=C\c2ccco2)SC(=S)N1CCC(=O)N(CCO)c1ccccc1
  A: 2.9	B: -9.1	C: 0.7	D: -0.1
CCOC(=O)C(C)Oc1ccc2c(=O)c(-c3cc4ccccc4o3)coc2c1C (stereo unspecified)
  A: 1.5	B: -8.4	C: 2.7	D: 0.0
COc1ccc2c(CNCc3ccco3)c(C(=O)O)n(Cc3ccc(C)cc3)c2c1
  A: 2.2	B: 19.8	C: 0.0	D: 0.0
CC1(C)COCN1S(=O)(=O)c1ccc([N+](=O)[O-])cc1
  A: -1.3	B: 2.0	C: 0.4	D: 0.8
CCCCN(CCCC)C(=O)CSc1nc2sc(C)c(C)c2c(=O)[nH]1
  A: -7.0	B: -6.7	C: -0.2	D: -0.2
CC1CCCCN1CCNS(=O)(=O)c1cc(Br)cnc1N (stereo unspecified)
  A: 5.4	B: 10.5	C: 0.5	D: 0.0
COc1cccc2cc(-c3nc4ccccc4[nH]3)c(=Nc3ccc(C(F)(F)F)cc3)oc12
  A: -53.3	B: -3.0	C: -2.7	D: -0.2
CCOC(=O)C(=O)Nc1ccccc1C#N
  A: 8.4	B: -6.1	C: 0.9	D: -0.3
COc1ccc(S(=O)(=O)Nc2ccc(S(=O)(=O)N(C)Cc3ccccc3)cc2)cc1
  A: -6.3	B: 10.4	C: 0.5	D: 0.1
Cc1c(C)c2ccc(OCC(=O)OC(C)(C)C)cc2oc1=O
  A: -22.1	B: -7.8	C: -1.1	D: 0.0

Compound profiles (already shown). Screens in order: TEAD-YAP inh | MITF primary | GPR151 ag | FBW7 act
CC1CCCCN1CCNS(=O)(=O)c1cc(Br)cnc1N (stereo unspecified) is listed as 5.4 | 10.5 | 0.5 | 0.0
Cc1c(C)c2ccc(OCC(=O)OC(C)(C)C)cc2oc1=O is listed as -22.1 | -7.8 | -1.1 | 0.0
COc1ccc(S(=O)(=O)Nc2ccc(S(=O)(=O)N(C)Cc3ccccc3)cc2)cc1 is listed as -6.3 | 10.4 | 0.5 | 0.1
COc1cccc2cc(-c3nc4ccccc4[nH]3)c(=Nc3ccc(C(F)(F)F)cc3)oc12 is listed as -53.3 | -3.0 | -2.7 | -0.2
